Screening data deposited in PubChem BioAssay by Sanford-Burnham Center for Chemical Genomics.
tim23-1 inh = growth inhibitors of tim23-1 mutant yeast. S. cerevisiae tim23-1 growth, BacTiter-Glo luminescence, 24 h. inhibition, % at 20 µM. 330,000 compounds, 1.3% hits;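 active means growth inhibition of the mutant yeast at or above 50%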;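 further: temperature-sensitive mutant grown at 25 °C; plate controls were DMSO-treated mutant yeast for no effect and medium wells lacking yeast for full effect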
NALP3 yeast inh = inhibitors of NALP3 inflammasome in yeast. Yeast reconstituted NLRP3/ASC/caspase-1, beta-gal luminescence, 24 h. inhibition, % at 10 µM. 330,000 compounds, 0.39% hits;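 active means inhibition of 50% or more; inactive means inhibition below 50%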;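 further: plate controls were induced DMSO wells for no effect and uninduced yeast grown without galactose for full effect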
TIM10 inh = growth inhibitors of TIM10 yeast strain; S. cerevisiae TIM10 strain growth, BacTiter-Glo luminescence, 24 h; inhibition, % at 10 µM; 330,000 compounds, 1.4% hits; AID 463195;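 active means inhibition of 40% or more at the single tested concentration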;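 further: wild-type TIM10 isogenic control strain grown at permissive 25 °C; 0% = DMSO yeast wells and 100% = minimal medium wells without yeast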
beta cell repl = inducers of beta-cell replication in MIN6 cells; MIN6 cells proliferation, ATPlite luminescence, 48 h; cells starved in 0.2% serum; 100% = growth in 10% serum; proliferation, % at 10 µM; 330,000 compounds, 0.29% hits; AID 2380;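 active means compounds whose signal lies at least 3.5 SD above the mean of all wells on their plate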;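 further: 0% = DMSO-treated cells in low-serum medium and 100% = 10% serum control; some compounds called inactive have numbers as strong as hits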
tim10-1 inh = growth inhibitors of tim10-1 mutant yeast; S. cerevisiae tim10-1 ts strain growth, BacTiter-Glo, 24 h; inhibition, % at 20 µM; AID 463190; 330,000 compounds, 2.2% hits;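 active means inhibition of at least 40%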;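 further: mutant grown at 25 °C; 0% = DMSO wells with yeast and 100% = wells holding no yeast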
APJ ag = agonists of human APJ apelin receptor; P35414; CHO-K1 APJ PathHunter beta-arrestin, luminescence; 0% DMSO wells, 100% apelin; activation, % at 20 µM; 330,000 compounds, 0.11% hits;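 active means activation more than six SD over the plate average, tested at 20 µM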;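 further: 0% = DMSO alone and 100% = apelin-13 at 10 nM; some results filed as inactive read as strong as hits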
Target sequence (P35414 whole entry, looked up): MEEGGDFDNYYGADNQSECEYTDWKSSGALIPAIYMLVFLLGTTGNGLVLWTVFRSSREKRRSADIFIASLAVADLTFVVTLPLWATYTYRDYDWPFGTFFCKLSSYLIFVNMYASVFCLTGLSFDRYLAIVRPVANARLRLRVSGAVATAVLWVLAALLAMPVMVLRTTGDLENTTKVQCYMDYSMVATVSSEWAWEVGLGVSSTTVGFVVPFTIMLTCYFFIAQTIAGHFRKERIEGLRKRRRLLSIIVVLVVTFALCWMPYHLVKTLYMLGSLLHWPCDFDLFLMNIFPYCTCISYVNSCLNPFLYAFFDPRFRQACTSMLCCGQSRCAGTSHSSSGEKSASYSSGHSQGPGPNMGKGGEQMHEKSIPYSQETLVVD
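Incubation: overnight seeding, 90 min compound at 25 °C, 1 h detection; test system: PathHunter CHO-K1 APJ (AGTRL-1) beta-arrestin reporter cells; amount: 1000 cells/well; doses: one dose, 20 µM compound, 1% DMSO; measured by: beta-gal luminescence; measure: agonist-driven arrestin binding to APJ; benchmarks: negative DMSO alone, positive Apelin-13 at 10 nM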
GRIN3A LBD mod = modulators (binders) of human NR3A ligand-binding domain; NR3A LBD differential scanning fluorimetry, Tm shift; 0% = protein alone, 100% = glycine-bound protein; Tm shift relative to glycine control, % at 25 µM; 340,000 compounds, 2.5% hits; AID 1259313;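 active means melting temperature shift of at least 10% of the positive control shift, at one fixed dose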
MPTP inh = blocks calcium-induced mitochondrial swelling; 360,000 compounds, 1.4% hits; isolated mouse mitochondria, Ca2+ swelling absorbance, 30 min; AID 602449; inhibition, % at 10 µM;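 active means inhibition of 50% or more, scaled per plate between neutral and stimulator controls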;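 further: 0% = DMSO wells given calcium and 100% = 1 mM EGTA wells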
APJ antag = antagonists of human APJ apelin receptor. AID 2521. CHO-K1 APJ beta-arrestin complementation, luminescence. 330,000 compounds, 0.32% hits. inhibition, % at 20 µM;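 active means inhibition above about 40% at 20 µM, limit read from the data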;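 further: cells challenged with 10 nM apelin-13 agonist together with compound; plate controls were apelin-13 plus DMSO wells for no effect and DMSO wells lacking apelin-13 for full effect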
Starred values were filed as active, the others as inactive; / = no result given.

SMILES	tim23-1 inh	NALP3 yeast inh	TIM10 inh	beta cell repl	tim10-1 inh	APJ ag	GRIN3A LBD mod	MPTP inh	APJ antag
O=C(Cn1cnc2ccccc2c1=O)Nc1ccccc1N1CCOCC1	6	4	5	-1	-18	-3	-1	0.5	5
CC(C)C(C)NC(=O)CN1C(=O)NC(c2ccccc2)(c2ccccc2)C1=O (stereo unspecified)	15	5	-3	2	-8	-3	1	-1.1	-7
COc1cc(C(C)=O)ccc1OCC(=O)Nc1ccccc1N1CCCC1	31	21	-2	4	15	2	2	0.6	13
CCOC(=O)Cc1cc(=O)n2[nH]c(-c3ccc(Cl)cc3)cc2n1	1	8	-5	-2	-10	3	2	1.9	-10
Cc1ccc(N(CC(=O)NCC2CCCO2)C(=O)Cn2nnc(-c3cccs3)n2)cc1 (stereo unspecified)	2	9	-3	-2	3	-2	0	-1.3	-4
C[C@H](CO)N1C[C@H](C)[C@@H](CN(C)C(=O)Nc2ccccc2)Oc2ccc(NC(=O)Nc3ccccc3)cc2C1=O	3	4	1	-3	6	-3	-17	0.5	-6
O=C(c1n[nH]c(=O)c2ccccc12)N1CCN(c2ccccc2Cl)CC1	22	11	21	2	24	-5	0	1.3	11
CC1C(=O)N2CCCc3cc(S(=O)(=O)N4CCCCC4)cc1c32 (stereo unspecified)	2	-4	3	1	12	-3	1	-2.6	2
Cc1ccc(-c2nnc(SCC(=O)NC3CC3)o2)cc1	13	16	13	-3	-12	-4	-2	-2.7	9
O=C(NCC1CCCO1)C1CCN(CC2CCCCC2)CC1 (stereo unspecified)	4	18	-3	-5	0	0	-3	5.6	8
COC(=O)c1ccccc1CC1SC(N)=NC1=O (stereo unspecified)	-7	24	3	-1	-8	-2	0	-2.0	-4
CC(C)CC(=O)NC(=S)Nc1ccc(Cl)cn1	50	37	47*	-2	43*	-3	-2	0.6	-7
CC(CCc1ccccc1)NC(=O)CCN1N=C(c2ccccc2)CCC1=O (stereo unspecified)	8	7	4	5	-1	-1	-2	0.1	20
O=C(Nc1cn(-c2ccccc2)nc1-c1ccc(F)cc1)c1ccccc1	12	17	16	0	19	0	5	1.6	-13
CC(C)(C)c1ccc(C(=O)NCCOc2ccccc2F)cc1	29	7	-2	-2	32	-3	0	0.7	-3
COc1cccc(-n2c(C)cc(/C=C3\C(=N)N4N=C(CC(=O)N5CCOCC5)SC4=NC3=O)c2C)c1	18	14	7	-4	8	-1	1	0.5	25
COCCOC(=O)C(CC(=O)O)NCc1ccco1 (stereo unspecified)	-11	11	8	1	11	-4	0	0.7	5
O=C(O)c1cc(S(=O)(=O)N(Cc2ccccc2)c2cccc(C(F)(F)F)c2)ccc1Cl	10	4	4	-1	4	-4	3	0.9	8
COc1ccc(CCNC(=O)CSc2nnc3ccc(-c4ccccn4)nn23)cc1	12	-1	7	6	13	5	2	0.0	7
COc1ccc(OC)c(CN2CCCC(C(=O)c3ccccc3SC)C2)c1 (stereo unspecified)	8	17	11	-5	-1	1	-1	5.7	10
CCc1cc2c(=O)n(CCC(C)C)c(=S)[nH]c2s1	23	-6	24	-6	13	-2	-7	4.8	-9
CC(=O)c1ccc(NC(=O)CCC(=O)OCC(=O)c2cccc([N+](=O)[O-])c2)cc1	8	11	-1	2	12	-14	62*	-0.7	43*
CC(C)c1[nH]nc2c1C(C(C)C)C(C#N)=C(N)O2 (stereo unspecified)	9	2	-5	-4	4	-1	4	-1.3	-31
CCN(C(=O)CSc1nnc(COc2cccc(C)c2)o1)c1nc(C)cs1	-2	1	12	0	-12	0	-1	0.8	14
Cc1noc(C)c1S(=O)(=O)NCc1cccc(Cl)c1	10	0	-2	0	17	-4	-4	-0.4	2
CCOCCn1c(CN2CCCC(C)C2)nc2c1c(=O)n(C)c(=O)n2C (stereo unspecified)	19	-9	4	-5	14	-3	4	4.8	10
CSc1cccc(NS(=O)(=O)c2cccc3nsnc23)c1	28	-6	1	-2	32	-1	0	0.9	-2
COc1cccc(CNC(=O)CC2C(=O)NCCN2Cc2ccoc2)c1OC (stereo unspecified)	-11	17	7	1	2	-4	2	0.3	6
O=C(COC(=O)/C=C/c1ccc(Cl)cc1)NC1CCCC1	10	8	0	-2	16	2	-4	-0.3	1
COC(=O)c1c(C)oc2ccc(NS(=O)(=O)c3cccs3)cc12	23	9	20	-3	30	-4	-3	92*	-5
O=C(Cc1ccccc1)Nc1ccc(F)cc1	13	8	1	0	6	-1	-1	-1.1	6
CC(OC(=O)c1cccs1)C(=O)Nc1nc(-c2ccccc2)cs1 (stereo unspecified)	5	16	20	-6	34	-2	-6	1.9	-1
O=C(Nc1cccc(-n2cnnn2)c1)c1cc(Cl)ccc1Cl	9	6	-3	6	29	-2	-4	0.9	8
O=C(Nc1ccc(-c2n[nH]c(=S)o2)cc1)c1ccccc1Br	7	24	-19	-2	-1	-5	-9	-0.5	2
COC(=O)c1nccnc1C(=O)Nc1ccccc1N1CCOCC1	-2	-14	-4	-3	-3	-3	1	-2.2	8
[O-][n+]1onc2c1CCC1N(O)C(c3ccccc3)CC21O (stereo unspecified)	-4	-14	-3	-1	-3	-3	0	-2.7	4
O=C(Cc1cccs1)N/N=C/c1ccccn1	-7	2	-5	-4	-23	0	0	3.7	0
COc1ccc(-c2csc3ncnc(N4CCN(c5ccc(OC)cc5)CC4)c23)cc1	9	10	-17	-6	-6	-5	-1	-0.6	-36
COc1cc2sc(-c3ccc(S(C)(=O)=O)cc3)c(C(=O)NCCCCO)c2cc1OC	10	9	1	-3	4	0	0	-0.2	10
CCc1nnc(NC(=O)c2ccc(COc3cccc(C)c3)o2)s1	-1	13	-9	0	2	-1	-2	2.7	-1
O=C1CNC(=S)N1Cc1cccc(Cl)c1	20	6	8	-5	22	-5	2	0.9	-9
COc1cccc(C(=O)Nc2ccc3c(c2)C(=O)NC3=O)c1	-3	23	5	9.1*	2	-2	-3	-1.2	-63
O=C(NC1CCCC1)c1cccc(NC(=O)c2ccco2)c1	6	-11	8	0	7	0	0	0.4	12
CC(C)CNC(=O)c1cccc(NC(=O)c2ccco2)c1	13	18	16	3	12	-2	0	-0.1	-2
COc1ccc(C(N)=O)cc1NC(=O)c1cccc(F)c1	7	8	-5	-3	9	-4	0	-1.8	-1
N#CCC(=O)N/N=C/c1ccc(OCC(=O)Nc2ccc(F)cc2)cc1	-2	-2	6	-3	15	-1	-3	-0.9	4
COc1ccc(NC(=O)CNc2ccccc2N2CCCC2=O)cc1S(=O)(=O)N1CCOCC1	-7	13	7	10	-8	-3	1	-0.7	10
Cc1ccc(C(=O)C[n+]2cc(Br)cc(Br)c2)cc1	0	19	3	-3	5	0	-2	1.3	-18
Cc1ccc(NC(=O)Nc2ccc3c(c2)nc(C)n3C)cc1C	-10	-14	4	-1	-7	1	/	/	-9
Cc1c(Cc2ccccc2)sc(NC(=O)/C=C/c2cccc3ccccc23)c1C(N)=O	-11	7	1	0	12	-1	10	1.0	-3
COC(=O)COc1ccc(S(=O)(=O)NCCC2=CCCCC2)cc1	35	0	9	-5	30	-1	1	-1.1	12
O=C(Nc1ccc(S(=O)(=O)N2CCCC2)cc1)c1ccc(CN2CCOCC2)cc1	7	-5	11	-1	2	1	0	-0.2	-9
Cn1c(=O)c2c(SCCN3CCOCC3)nc(C3CCCC3)nc2n(C)c1=O	14	31	9	1	7	-1	-2	1.6	-11
CN(CC(=O)OCC(=O)NCc1ccccc1)S(=O)(=O)c1ccc(Cl)cc1	5	0	3	0	6	2	-2	-10	-27
Cc1ccc(S(=O)(=O)N2CCOCC2)cc1C(=O)N1CCc2ccccc21	32	12	12	-1	16	-6	1	-1.1	6
Cc1cc(C)nc(NC(=S)Nc2ccccc2)n1	-11	11	13	0	11	-1	-1	-1.1	9
S=C(Nc1cccnc1)NC1CCCCCCC1	33	8	32	3	50*	2	5	0.7	-10
CC(C)Oc1ccc(S(=O)(=O)N2CCCCC2)cc1NC(=O)C1=COCCO1	12	0	-4	9	-3	-1	3	-0.6	15
COc1ccc(OC)c(S(=O)(=O)N2CCN(CC(O)COc3ccc(C#N)cc3)CC2)c1 (stereo unspecified)	8	20	13	0	0	0	-2	-0.4	7
CCCCn1c(SCC(=O)Nc2ccc3c(c2)OCCO3)nnc1C(CC)N(C)C (stereo unspecified)	13	11	4	6	16	-3	-2	-0.2	3

Single records, from the list above. Order of screens: tim23-1 inh | NALP3 yeast inh | TIM10 inh | beta cell repl | tim10-1 inh | APJ ag | GRIN3A LBD mod | MPTP inh | APJ antag
`Cc1c(Cc2ccccc2)sc(NC(=O)/C=C/c2cccc3ccccc23)c1C(N)=O` as listed: -11 | 7 | 1 | 0 | 12 | -1 | 10 | 1.0 | -3
`COC(=O)COc1ccc(S(=O)(=O)NCCC2=CCCCC2)cc1` as listed: 35 | 0 | 9 | -5 | 30 | -1 | 1 | -1.1 | 12

Quoted from the listing (2 entries):
SMILES	tim23-1 inh	NALP3 yeast inh	TIM10 inh	beta cell repl	tim10-1 inh	APJ ag	GRIN3A LBD mod	MPTP inh	APJ antag
Cc1ccc(S(=O)(=O)N2CCOCC2)cc1C(=O)N1CCc2ccccc21	32	12	12	-1	16	-6	1	-1.1	6
Cc1cc(C)nc(NC(=S)Nc2ccccc2)n1	-11	11	13	0	11	-1	-1	-1.1	9

(cont.)
SMILES	tim23-1 inh	NALP3 yeast inh	TIM10 inh	beta cell repl	tim10-1 inh	APJ ag	GRIN3A LBD mod	MPTP inh	APJ antag
COC(=O)C(Sc1nc(C)cc(C)c1C#N)c1ccccc1 (stereo unspecified)	25	6	28	-1	28	-2	7	1.0	12
Cn1[nH]c(C(F)(F)F)c(C=NCc2ccc(Cl)cc2)c1=O	7	7	20	-2	21	-3	-1	-0.8	4
Cn1nc(C2CC2)cc1NC(=O)CC(CC(=O)O)c1ccccc1 (stereo unspecified)	-15	-8	-4	1	-11	2	0	-0.7	-10
CC1CCCCN1C(=O)CCC(=O)Nc1nnc(C(F)(F)F)s1 (stereo unspecified)	11	-1	3	0	17	-1	1	-0.2	3
CCC(Sc1nc2n[nH]c(C)c2c(=N)n1-c1cccc(Cl)c1)C(=O)NCCOC (stereo unspecified)	-1	9	8	-1	-8	2	-2	-1.4	8
CCSC1=C(C#N)C(c2cccs2)C(C(=O)OC)=C(C)N1 (stereo unspecified)	17	13	-8	-1	14	-1	2	0.7	13
Cc1ccc(NC(=O)Nc2ccccc2)c(Br)c1	-18	24	-15	-3	-22	-2	-1	-7.1	-15
COc1ccc2nc(NC(=O)c3ccccc3-c3ccccc3C(=O)O)sc2c1	3	5	-3	-4	2	-1	-1	-1.7	-2
Cc1nc2nc(SCc3ccccc3)nn2c(C)c1C	43	18	12	-1	21	0	0	-0.5	1
O=C(NCc1cccnc1)c1cc(Sc2ccccc2Cl)nc2ccccc12	15	2	3	-4	1	1	6	2.8	15
O=C(O)COc1ccccc1/C=N/NC(=O)CSc1nnc(SCc2ccc(Cl)cc2)s1	22	1	-2	-2	7	-3	-2	0.0	-6
COc1ccc(-c2nnn(CC(=O)N(C3CCCC3)C(C)C(=O)NC3CCCC3)n2)cc1OC (stereo unspecified)	17	9	0	-3	16	-2	0	-0.2	17
C=CCOC(=O)C(=O)/C=C/c1csc2ccccc12	46	7	18	-7	24	6	-5	-0.3	8
Cc1cc(C(=O)CSC(C)c2nc3ccccc3c(=O)[nH]2)c(C)n1C (stereo unspecified)	25	3	29	-2	26	-3	1	0.1	3
CC(=O)c1ccc(-n2c(-c3cc(-c4ccco4)[nH]n3)n[nH]c2=S)cc1	-4	11	-4	-5	0	-3	0	-2.1	2
